D2 agonist – HTS Assay for Allosteric Agonists of the Human D2 Dopamine Receptor: Primary Screen for Agonists; D(2) dopamine receptor (Homo sapiens), P14416; HEK293 T-REx D2 cells, calcium flux agonist mode; activation, % at 2 µM; 340,000 compounds, 0.53% hits;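 active = activation over 3 SD above normal in the single-dose calcium agonist read, cut at about 30% in these data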; also: 0% is about no effect
Target sequence (P14416 whole entry, looked up): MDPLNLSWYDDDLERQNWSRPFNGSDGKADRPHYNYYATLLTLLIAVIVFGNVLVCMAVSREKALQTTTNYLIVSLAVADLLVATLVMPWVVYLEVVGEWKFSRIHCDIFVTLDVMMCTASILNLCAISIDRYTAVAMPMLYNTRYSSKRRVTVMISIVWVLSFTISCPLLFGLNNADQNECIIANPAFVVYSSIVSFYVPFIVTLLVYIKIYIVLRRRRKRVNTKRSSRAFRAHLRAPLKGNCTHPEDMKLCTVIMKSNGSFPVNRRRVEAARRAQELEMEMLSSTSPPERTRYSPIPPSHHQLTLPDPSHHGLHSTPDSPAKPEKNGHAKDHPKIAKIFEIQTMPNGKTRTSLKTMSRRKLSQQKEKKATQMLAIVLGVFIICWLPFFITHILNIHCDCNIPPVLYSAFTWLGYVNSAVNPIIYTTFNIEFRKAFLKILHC
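In this primary screen, compounds producing a positive calcium signal within 180 s of addition to tetracycline-induced, force-coupled HEK293 Trex D2 cells are flagged; cells are dye-loaded with a no-wash calcium kit beforehand.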
TrxR1 inh – qHTS Assay for Inhibitors of Mammalian Selenoprotein Thioredoxin Reductase 1 (TrxR1): qHTS; Thioredoxin reductase 1, cytoplasmic (Rattus norvegicus), O89049; recombinant rTrxR1, NADPH fluorescence consumption, selenite substrate; Potency, µM (top dose mostly 114 µM), without a hit: at the highest dose activity change, negative = inhibition, usual class: inhibitors; 390,000 compounds, 1% hits; AID 588453, 2011; also: potency is read from the fitted curve at half-maximal effect; % is scaled to controls: 0 for no effect and ±100 for the full control effect; nearly all actives have a fitted effect of over 65% in size
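Rat TrxR1 (90 nM in the dispensed reagent) was pre-reduced with 400 uM NADPH for 5 min at room temperature, then incubated with compound for 15 min. After 400 uM selenite was added, NADPH fluorescence (Ex 340/Em 450 nm) was followed for 8 min.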
mIDH1 inhibitor – qHTS for Inhibitors of mutant isocitrate dehydrogenase 1 (IDH1): qHTS | Isocitrate dehydrogenase [NADP] cytoplasmic (Homo sapiens), O75874 | IDH1-R132H enzyme, NADPH consumption, diaphorase/resazurin fluorescence | Potency, µM (series often up to 76.6 µM), without a hit: at the top dose activity change, negative = inhibition, usual class: inhibitors | 390,000 compounds, 0.093% hits | AID 602179, 2012; also: potency is read from the fitted curve at half-maximal effect; % is scaled to controls: 0 for no effect and ±100 for the full control effect; nearly all actives have a fitted effect of over 65% in size
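IDH1-R132H (0.5 ug/mL) preincubated 30 min with compound, then NADPH (0.016 mM) and alpha-KG (2 mM) added; 80 min at RT, pH 7.5. Remaining NADPH coupled via diaphorase/resazurin to fluorescence (540/590 nm); concentration-response curves normalized to no-enzyme control.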
TrxR1 substrate – qHTS Assay for Substrates of Mammalian Selenoprotein Thioredoxin Reductase 1 (TrxR1): qHTS. Thioredoxin reductase 1, cytoplasmic (Rattus norvegicus), O89049. purified TrxR1 substrate turnover, NADPH consumption readout. Potency, µM (highest dose often 114 µM), inactives show at the top dose activity change, negative = substrate turnover. 390,000 compounds, 0.01% hits; also: potency is read from the fitted curve at half-maximal effect; % is scaled to controls: 0 for no effect and ±100 for the full control effect; nearly all actives have a fitted effect of over 50% in size
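Rat TrxR1, dispensed at 90 nM, was prereduced with 400 uM NADPH (final) for 5 min at ~22 deg C, then incubated with compound 15 min before 400 uM selenite. A first-read NADPH fluorescence drop versus no-compound background flagged substrates.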
TRHR agonist – qHTS for Small Molecule Agonists and Allosteric Enhancers of Human TRH Receptor: Primary Screen for Agonists | Thyrotropin-releasing hormone receptor (Homo sapiens), P34981 | TRHR cells, calcium flux fluo-8, FDSS agonist mode | activation, % at 2 µM | 360,000 compounds, 0.18% hits | AID 493084, 2011; in the data active = activation above about 30%; also: 0% is about no effect
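TRHR-expressing cells, plated overnight in medium with 10% serum, were loaded with fluo-8 calcium dye at room temperature. After a 10 s baseline, library compound was pin-added and calcium release was recorded kinetically (ex 480/em 530) as agonist response.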
PI4K2A block – qHTS for small molecular inhibitors of PI4K2A | Phosphatidylinositol 4-kinase type 2-alpha (Homo sapiens), Q9BTU6 | purified PI4K2A, ADP-Glo luminescence, 1 h; active compounds read low | activity change, negative = inhibition, % at 76.9 µM | 420,000 compounds, 0.13% hits | AID 1346378, 2018; in the data active = activity change below about -50%; inconclusive = mostly about -30% to -49%;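 also: -100% = wells without enzyme as full effect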
Target sequence (Q9BTU6 whole entry, looked up): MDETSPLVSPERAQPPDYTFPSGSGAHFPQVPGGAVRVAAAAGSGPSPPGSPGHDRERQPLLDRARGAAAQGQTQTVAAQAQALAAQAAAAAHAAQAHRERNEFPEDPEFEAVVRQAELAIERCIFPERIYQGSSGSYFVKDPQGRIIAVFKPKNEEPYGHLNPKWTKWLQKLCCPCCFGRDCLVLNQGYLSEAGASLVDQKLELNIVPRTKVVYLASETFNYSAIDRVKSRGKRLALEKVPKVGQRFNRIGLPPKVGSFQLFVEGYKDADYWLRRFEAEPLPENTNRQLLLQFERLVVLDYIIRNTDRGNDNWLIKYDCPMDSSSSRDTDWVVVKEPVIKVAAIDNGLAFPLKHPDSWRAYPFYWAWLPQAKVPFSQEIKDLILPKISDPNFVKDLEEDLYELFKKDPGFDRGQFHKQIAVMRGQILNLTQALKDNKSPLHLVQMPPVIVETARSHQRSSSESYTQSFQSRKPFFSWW
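Compounds are screened against recombinant PI4K2A using PI as substrate and ATP, the latter dispensed at 300 microM. Reactions run one hour at ambient temperature before ADP-Glo detection; full inhibition defined by wells lacking enzyme.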
TRHR PAM – qHTS for Small Molecule Agonists and Allosteric Enhancers of Human TRH Receptor: Primary Screen for Enhancers | 360,000 compounds, 0.66% hits | AID 493056, 2011 | Thyrotropin-releasing hormone receptor (Homo sapiens), P34981 | enhancement, % at 2 µM | TRHR cells, fluo-8 calcium fluorescence, EC20 TRH enhancement; in the data active = enhancement above about 30%; also: 0% is about no effect
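Enhancer read-out: after compound pinning and an initial kinetic agonist-mode read, an EC20 of TRH (10 nM final) was injected and fluo-8 calcium signal (Ex 480/Em 530) followed at 1 s/cycle for 100 cycles in TRHR-expressing cells.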
D2 antag – HTS Assay for Allosteric Antagonists of the Human D2 Dopamine Receptor: Primary Screen for Antagonists; HEK293 TREx D2 cells, calcium flux, dopamine EC80; inhibition, % at 10 µM; 340,000 compounds, 2% hits; in the data active = inhibition above about 30%; also: 0% is about no effect
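Antagonism is scored as inhibition of an EC80 dopamine-evoked calcium signal in a force-coupled, tetracycline-inducible HEK293 T-REx D2 line, with compound present 180 s before agonist.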
USP1-UAF1 inh – Inhibitors of USP1/UAF1: Primary Screen | Ubiquitin carboxyl-terminal hydrolase 1 (Homo sapiens), O94782 | recombinant USP1/UAF1, Ub-Rhodamine cleavage fluorescence | Potency, µM (doses to about 57.1 µM), for the others: top-dose activity change, negative = inhibition, usual class: inhibitors | 390,000 compounds, 0.23% hits; also: potency is read from the fitted curve at half-maximal effect; % is scaled to controls: 0 for no effect and ±100 for the full control effect; nearly all actives have a fitted effect of over 60% in size; inactives centre near -12
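High-throughput fluorogenic screen: 1nM USP1/UAF1 complex, Ub-Rho substrate 150nM final, 50mM HEPES pH 7.8 with 0.5mM EDTA, 0.1 mg/ml BSA, 1mM TCEP and 0.01% Tween-20.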
The depositor's hits bear a star; u = inconclusive; x = no result given; [ ] = dose if it differs, or a comment. Unless noted, calls follow the shape of the dose curve; as a rule, active = well fitted inhibition curve with a large enough effect; inconclusive = small, poorly fitted or top-dose-only effect; inactive = no such curve, though single readings can be large or run the other way.

compound	D2 antag	TrxR1 substrate	mIDH1 inhibitor	TRHR agonist	USP1-UAF1 inh	TrxR1 inh	D2 agonist	TRHR PAM	PI4K2A block
Cc1ccccc1NC(=O)Cc1nc(COC(=O)Cc2c(F)cccc2Cl)cs1	-2.4	-8.0%	-2.9%	0.7	-14.8%	23.4%	1.3	3.2	0.2
CCCc1nn(-c2cc(Cl)ccc2OC)c2c1C(=O)CCC2	26.9	7.4%	-7.5%	0.5	3.3%	35.6%[activator]	-0.2	6.5	-5.3
COc1ccc(NC(=O)COC(=O)c2ccc(-n3cnnn3)cc2)cc1Cl	-17.1	4.2%[11.4 µM]	3.4%	0.0	1.4%	15.4%[11.4 µM]	0.2	30.9*	-2.3
C=CCN1C(=O)N/C(=C/c2ccccc2OCC(=O)Nc2ccc(F)cc2)C1=O	-16.7	5.7%	-3.3%	-1.0	-5.5%	20.4%	-0.3	-6.4	-0.3
CC1CCN(C(=O)CSc2nnc(Cc3ccccc3)o2)CC1	2.5	4.8%[57.1 µM]	-2.3%	0.0	-10.3%	17.1%[57.1 µM]	-1.0	-9.6	1.4
Cc1ccc(NC(=O)OCc2cccs2)cc1	4.9	x	x	-0.1	x	x	-1.6	-3.3	x
COc1ccc2c(c1)sc(=N)n2C	3.5	-6.6%[57.1 µM]	-1.0%	0.3	-16.5%	-0.9%[57.1 µM]	0.0	-1.2	-1.8
CC(C)N=C1SCC(C)(/C=N/O)S1 (centres undefined)	-10.7	3.4%	-0.8%	-2.6	-3.1%	27.5%	-0.4	-0.3	3.3
CC(C)(C)C(=O)Nc1nnc(-c2ccncc2)o1	-4.9	11.7%[57.1 µM]	0.9%	0.9	-11.1%	7.2%[57.1 µM]	0.9	-3.4	3.4
CCOc1ccccc1CN1CCC(Oc2cccc(C(=O)NCCOC)c2)CC1	24.7	4.5%	10.4%	-1.0	-7.9%	27.2%	-0.9	2.8	1.2
O=C(/C=C/c1cccs1)Nc1ccc(N2CCOCC2)c(S(=O)(=O)Nc2ccccc2Cl)c1	2.5	-1.5%	-4.2%	0.3	-16.0%	-3.7%	-0.2	-2.6	0.3
CCOc1ccc(N(CC)C(=O)c2cn(CC)c(=O)c3cc(OC)c(OC)cc23)cc1	-38.7	-0.7%	-3.4%	0.2	-5.9%	21.5%	0.8	-6.4	-0.5
COc1cccc(Cn2nnc(C(=O)NCCc3ccc(Cl)cc3)c2N)c1	-23.4	4.6%[57.1 µM]	-7.2%	0.2	-8.2%	26.6%	-1.1	6.8	-5.3
O=C1CC2CCCN2C=C1I (centres undefined)	x	-1.6%	-14.9%	x	u	-13.2%	x	x	-10.1
CC1Cc2ccccc2N1c1ncnc2c1nnn2Cc1ccccc1 (centres undefined)	3.5	103.1%[activator]	-2.1%	-0.5	-8.2%	20.5%	0.3	0.1	3.0
CCc1ccc2c(c1)C(=O)CCC2	x	3.7%	-2.7%	x	-1.3%	-2.3%	x	x	-3.3
COc1ccc(CN2CCCN(C)CC2)c(OC)c1C	4.8	8.6%	-3.1%	0.6	-17.3%	20.8%	-1.1	1.4	-10.8
COc1ccc(NC(=O)C2CC(c3cccc(Br)c3)=NO2)cc1OC (centres undefined)	-6.2	-5.8%[57.1 µM]	9.4%	-0.5	-18.9%	4.4%[57.1 µM]	-0.2	8.1	1.7
COc1ccc(CNC(=O)CN2CCN(c3ccccc3)CC2)cc1	22.2	2.8%	-1.3%	0.5	-7.8%	26.3%	14.9	-1.6	3.3
COc1ccccc1CNC(=O)[C@@H]1CCCN1S(=O)(=O)c1ccc(Cl)cc1	2.4	7.2%	-3.2%	0.2	-3.2%	32.5%	1.0	5.6	0.1
Nc1ncccc1OCc1ccc(Cl)c(Cl)c1	7.2	4.0%	5.0%	0.8	-13.5%	22.5%	3.8	-0.8	-3.3
CC1CCCCC1NC(=O)CN1C(=O)COc2ccccc21 (centres undefined)	12.2	3.3%	9.9%	-0.9	-3.1%	25.9%	0.3	1.2	-4.9
Cc1cccc(Nc2nc(C)cc(C)n2)c1	-7.8	-2.1%	-8.0%	0.8	4.4%	26.7%	1.1	3.5	-3.3
CCSc1nnc(NC(=O)c2csc3c2CCC(C)C3)s1 (centres undefined)	x	16.3%	13.9%	1.0	-21.5%	22.9%	x	-11.1	0.9
CC(C)NC(=O)N(C)C[C@H]1Oc2ccc(NS(=O)(=O)c3ccccc3)cc2C(=O)N([C@H](C)CO)C[C@H]1C	x	7.4%[57.1 µM]	3.6%	x	-14.1%	2.2%[57.1 µM]	x	x	1.3
C/C(=N\NC(=O)c1cc(-c2ccc(Br)s2)[nH]n1)c1ccncc1	-2.0	-0.9%	-0.9%	-0.3	-16.5%	12.9%	0.3	0.0	7.5
COc1ccc(CN(C)C(=O)CCCNC(=O)c2ccc(Cl)cc2)cc1	-1.4	1.7%[57.1 µM]	-0.1%	-0.9	-16.9%	18.8%[57.1 µM]	1.3	2.2	-2.6
Cc1ccc(CNC(=O)COC(=O)c2ccc(S(=O)(=O)NCc3ccco3)cc2)cc1	21.7	7.2%	0.7%	-0.2	-21.4%	24.8%	-0.1	-1.9	-4.5
CC[C@]12C(=O)N(C)C[C@H]([C@@H]3C(=O)N(C)C(=O)[C@@H]31)N2C(=O)c1ccc(Br)cc1	x	9.4%[57.1 µM]	6.6%	x	-9.8%	19.6%	x	x	6.1
COc1ccc(NC(=O)CSc2nnc3n2CCCCC3)cc1S(=O)(=O)N1CCOCC1	-2.0	-2.9%	-12.0%	1.5	-12.9%	17.1%	0.2	0.1	-0.4
O=C1CCC[C@@H]2Cc3[nH]c4c(Cl)ccc(Cl)c4c3[C@@H]3CCN1[C@H]23	-6.8	-0.5%	-3.2%	0.0	-12.4%	25.0%	-0.4	3.1	-0.1
O=C(Nc1ccc(N2CCOCC2)cc1)C1CCN(S(=O)(=O)c2ccccc2F)CC1	-3.5	-7.2%	-2.3%	0.4	-11.3%	2.2%	1.0	-1.2	3.6
COc1ccc(-c2ccc(SCC(=O)Nc3nccs3)nn2)cc1OC	-4.1	-5.2%	-5.8%	-1.4	-4.9%	4.3%[57.1 µM]	-1.2	5.8	-5.0
Nc1cc(C(=O)O)c(N)c2c1C(=O)c1ccccc1C2=O	x	-7.1%	-0.1%	-0.5	u	15.3%	x	-4.5	-54.7*
Cc1cccc(NC(=O)CCN2C(=O)c3ccccc3S2(=O)=O)c1C	17.7	3.9%[57.1 µM]	-9.8%	-0.7	-15.2%	17.8%[57.1 µM]	1.2	-1.8	0.3
O=C(NCC1CCCO1)c1cc2c(=O)[nH]c3ccccc3c2s1 (centres undefined)	-9.0	37.0%[activator]	-2.6%	0.4	-15.3%	14.0%	0.7	-5.4	-12.7
CCCCN(C)S(=O)(=O)c1c(C)[nH]c(=O)[nH]c1=O	15.1	9.8%	0.3%	0.6	-7.4%	20.6%	0.0	-0.2	0.1
Cn1c(=O)c2sccc2n2c(CCC(=O)N3CCN(c4ccccc4)CC3)nnc12	x	-9.9%	15.9%	-1.9	u	-17.2%	x	8.2	-0.5
COc1ccc(OC)c(Cc2nnc(CCC(=O)N3CCCCCC3)o2)c1	21.2	6.0%	11.9%	0.0	-6.4%	14.6%	0.1	22.7	15.1
CC(=O)Nc1ccc(SCCN2CC[C@@H](C)CCC2=O)cc1	-1.9	-3.9%	12.8%	-0.6	-27.8%	25.2%	0.3	-2.3	-2.9
COc1cc(C2/C(=C(\O)c3ccc4c(c3)OCCO4)C(=O)C(=O)N2Cc2ccco2)ccc1O (centres undefined)	-7.2	-7.8%	-24.3%	0.4	-10.2%	-19.9%	1.6	2.0	-7.0
Oc1ccc(/C=N/Nc2ncnc3nc[nH]c23)cc1	1.6	0.1%	-1.9%	-0.4	-26.8%	15.4%	-0.7	15.2	-52.3*
O=C(Nc1nnc(C2CC2)s1)c1ccc(S(=O)(=O)c2ccccc2)cc1	-5.1	24.0%[57.1 µM]	1.6%	0.1	-7.2%	38.6%[activator][57.1 µM]	1.2	16.6	2.3
CC(O)[C@H]1CN=C(N)N1CCc1cc(C(F)(F)F)cc(C(F)(F)F)c1 (some centres undefined)	3.4	-2.1%[57.1 µM]	0.4%	0.4	-3.6%	-10.1%[57.1 µM]	0.0	1.2	-3.2
Cc1noc(C)c1COC(=O)CNC(=O)c1cccc(F)c1	-3.5	8.4%	-0.9%	-0.3	-8.7%	17.1%[57.1 µM]	1.0	-10.1	1.4
Cc1ccccc1NC(=O)c1cccc(C(F)(F)F)c1	0.5	-1.3%	7.9%	-0.9	-12.0%	-3.6%	-0.6	-6.5	3.8
